Bioassay records (PubChem)
Efflux pump inh – inhibitors of Candida antifungal efflux pumps expressed in yeast. S. cerevisiae Candida pump triplex, Nile Red efflux. inhibition, % at 10 µM. 0.44% of 330,000 active. AID 485275;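 active = plate passing quality check with inhibition over a set limit, or well fluorescence over plate mean plus 4 SD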;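 note: Nile Red retained in pooled yeast measured as flow cytometry median fluorescence; 0% = buffer negative control and 100% = Enniatin B positive control; higher means more Nile Red kept so more efflux inhibition; some compounds called inactive have numbers as strong as hits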
ZTA DNA inh – ZTA (EBV) inhibition in EBNA-1 counter-screen; P03206; ZTA-DNA binding, fluorescence polarization; inhibition, % at 11 µM; 0.15% of 320,000 active; in the data active = inhibition above about 33%
Target sequence (P03206 whole entry, looked up): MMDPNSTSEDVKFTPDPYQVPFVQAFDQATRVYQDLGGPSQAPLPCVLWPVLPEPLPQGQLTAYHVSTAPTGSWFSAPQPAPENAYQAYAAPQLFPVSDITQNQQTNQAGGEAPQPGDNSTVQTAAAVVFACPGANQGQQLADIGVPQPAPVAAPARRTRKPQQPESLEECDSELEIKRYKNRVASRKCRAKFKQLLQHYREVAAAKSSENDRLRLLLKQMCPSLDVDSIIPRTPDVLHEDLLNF
PREPL inhibitor – inhibits the human prolyl oligopeptidase-like enzyme | recombinant PREPL, fluorescence polarization activity-based probe | inhibition, % at 5.96 µM | Q4J6C6 | 0.68% of 320,000 active | AID 2751; in the data active = inhibition above about 43%;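 note: 0% = enzyme with DMSO and 100% = wells lacking enzyme; many of its hits are not listed in these tables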
PP5 primary – inhibitors of human protein phosphatase 5 (PP5); 0.18% of 320,000 active; purified PP5c, OMFP substrate fluorescence; inhibition, % at 6.7 µM; P53041;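 active = inhibition above the campaign's mean inhibition across all tested compounds plus 3 SD, cut at about 9.5% in these data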;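 note: 0% = DMSO only and 100% = 100 µM cantharidin control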
Target sequence (P53041 whole entry, looked up): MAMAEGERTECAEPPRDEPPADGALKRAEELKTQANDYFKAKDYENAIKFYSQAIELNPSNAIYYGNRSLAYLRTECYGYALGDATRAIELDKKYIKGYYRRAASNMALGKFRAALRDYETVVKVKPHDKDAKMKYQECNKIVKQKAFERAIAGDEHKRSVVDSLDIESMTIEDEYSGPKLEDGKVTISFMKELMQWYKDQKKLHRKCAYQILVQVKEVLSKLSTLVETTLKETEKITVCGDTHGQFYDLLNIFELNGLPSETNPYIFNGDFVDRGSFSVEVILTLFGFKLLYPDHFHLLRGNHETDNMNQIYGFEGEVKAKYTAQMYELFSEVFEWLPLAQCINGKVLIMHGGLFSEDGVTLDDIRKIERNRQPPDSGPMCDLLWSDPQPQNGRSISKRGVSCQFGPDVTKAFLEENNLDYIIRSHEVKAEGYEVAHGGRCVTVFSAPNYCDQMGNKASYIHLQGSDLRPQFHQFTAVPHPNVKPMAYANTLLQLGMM
CTSL1 counter – counter-screen for PFM18AAP inhibitors: inhibitors of F. hepatica cathepsin L1; recombinant F. hepatica cathepsin L1, Z-Leu-Arg-MCA fluorescence; inhibition, % at 5.96 µM; 0.49% of 300,000 active;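 active = inhibition above the mean of all tested compounds plus 3 SD, set per screening campaign, cut at about 17% in these data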;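 note: 0% = plate median of test compound wells and 100% = 1 µM Z-Phe-Ala-diazomethylketone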
EBNA-1 inh – blocks EBNA-1 binding to DNA; EBNA-1 DNA binding, fluorescence polarization; inhibition, % at 14.8 µM; 0.34% of 300,000 active; in the data active = inhibition above about 28%
core dimer inh – HCV core protein dimerization inhibition | TR-FRET GST/Flag-core106 dimerization, 1536-well | inhibition, % at 5 µM | 0.33% of 300,000 active;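 active = inhibition above the mean of all tested compounds plus 3 SD, set per screening campaign, cut at about 45% in these data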
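Material: GST/Flag-tagged HCV core106 proteins. Incubation: 4 h, 22.5 °C incubation. Read-out basis: inhibition (%) from 671 over 617 nm ratio. Measured by: TR-FRET, excitation 340 nm, emission 617 and 671 nm.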
PP1 counter – blocks human PP1-alpha phosphatase, a PP5 counter-screen; 0.9% of 320,000 active; purified PP1alpha, OMFP fluorescence; inhibition, % at 6.7 µM; P62136;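 active = inhibition above the mean inhibition of all tested compounds plus 3 SD, computed separately for each screening campaign, cut at about 15% in these data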
Target sequence (P62136 whole entry, looked up): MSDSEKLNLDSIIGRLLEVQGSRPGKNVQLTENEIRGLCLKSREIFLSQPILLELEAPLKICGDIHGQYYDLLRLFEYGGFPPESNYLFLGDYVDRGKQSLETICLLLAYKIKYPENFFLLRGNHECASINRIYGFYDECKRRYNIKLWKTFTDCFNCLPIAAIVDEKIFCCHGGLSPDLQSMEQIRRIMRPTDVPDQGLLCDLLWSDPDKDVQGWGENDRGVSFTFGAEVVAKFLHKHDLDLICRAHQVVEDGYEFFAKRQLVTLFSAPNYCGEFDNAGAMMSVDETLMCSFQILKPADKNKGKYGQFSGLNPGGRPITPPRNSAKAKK
TPT1 inh – blocks Candida albicans tRNA 2'-phosphotransferase | inhibition, % at 5 µM | 0.81% of 300,000 active | AID 1962 | recombinant caTPT1, FP RNA substrate dephosphorylation;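 active = inhibition above the mean of all tested compounds plus 3 SD, set per screening campaign, cut at about 24% in these data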;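 note: plate controls were DMSO alone for no effect and ferristatin control at 100 nM for full effect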
* marks the source's active call; other numbers are inactive results; . = no result given. Some of the compounds tested. The share of hits here may be higher or lower than overall.

SMILES	Efflux pump inh	ZTA DNA inh	PREPL inhibitor	PP5 primary	CTSL1 counter	EBNA-1 inh	core dimer inh	PP1 counter	TPT1 inh
CC(C)(CCO)Nc1ncnc2onc(-c3ccc(F)cc3)c12	-0.1	9	1	-0.2	-1	9	-1	-4	0
Cc1cccc(NC(=O)CCN2CCC(C(N)=O)CC2)c1	0.1	3	2	-1.9	3	-8	-1	-2	-3
CC(C)CC(=O)Nc1nnc(S(=O)(=O)N(C)Cc2ccco2)s1	0.0	-22	13	2.2	3	-5	-7	-1	-5
O=C(NNc1c2ccccc2nc2ccccc12)c1cccc(O)c1	-0.1	14	31	0.0	2	-3	-35	0	8
CC(C)NC(=O)COc1coc(CN2CCN(c3cccc(Cl)c3)CC2)cc1=O	0.0	17	16	-2.6	0	10	-1	-6	-1
COc1ccc(Cc2nnc(NC(=O)CSc3ccccc3)s2)cc1OC	-0.1	0	-8	1.3	-3	1	5	-1	0
O=C(O)C1CC=CCC1C(=O)NCCCCc1ccccc1 (stereo not drawn)	0.0	10	4	-0.7	4	6	0	-2	0
CCCCN1C(=O)/C(=C2\SC(N3CCCCC3)=NC2=O)c2ccccc21	0.1	14	30	3.9	2	8	5	7	0
COc1ccccc1OCC(=O)NC1CCSc2ccccc21 (stereo not drawn)	0.2	-3	8	0.2	.	.	.	6	.
CCn1c(SCC(=O)Nc2ccc(C)cc2)nc2nc3c(cc2c1=O)CCCC3	-0.6	6	-2	1.2	2	4	12	5	0
O=C1COc2ccc(C(=O)CSc3nnc(Cc4cccs4)n3-c3ccccc3)cc2N1	-0.1	-9	-14	0.0	-6	10	9	1	-2
O=C(COC(=O)c1ccc(Br)o1)NCCNC(=O)COC(=O)c1ccc(Br)o1	-0.1	-10	11	2.5	-4	6	-4	-2	-3
COc1cc(OC)cc(-c2nnc(SCC(=O)N(Cc3ccccc3)C(C)(C)C)o2)c1	0.0	7	0	3.4	1	2	8	4	-1
CC1(C(=O)CSc2nc3ccccc3s2)CCC(=O)O1 (stereo not drawn)	0.1	-8	-2	0.2	3	-4	1	-2	3
COc1cc(SC)ccc1C(=O)NCc1ccc(C)cc1	0.0	-4	3	0.6	0	6	1	0	-1

Record cards (already shown):
Shown for `O=C(COC(=O)c1ccc(Br)o1)NCCNC(=O)COC(=O)c1ccc(Br)o1` → Efflux pump inh: -0.1; ZTA DNA inh: -10; PREPL inhibitor: 11; PP5 primary: 2.5; CTSL1 counter: -4; EBNA-1 inh: 6; core dimer inh: -4; PP1 counter: -2; TPT1 inh: -3
Shown for `COc1ccccc1OCC(=O)NC1CCSc2ccccc21` (stereo not drawn) → Efflux pump inh: 0.2; ZTA DNA inh: -3; PREPL inhibitor: 8; PP5 primary: 0.2; CTSL1 counter: .; EBNA-1 inh: .; core dimer inh: .; PP1 counter: 6; TPT1 inh: .

Quoted at random: 3 compounds from above.
SMILES	Efflux pump inh	ZTA DNA inh	PREPL inhibitor	PP5 primary	CTSL1 counter	EBNA-1 inh	core dimer inh	PP1 counter	TPT1 inh
O=C(NNc1c2ccccc2nc2ccccc12)c1cccc(O)c1	-0.1	14	31	0.0	2	-3	-35	0	8
O=C(O)C1CC=CCC1C(=O)NCCCCc1ccccc1 (stereo not drawn)	0.0	10	4	-0.7	4	6	0	-2	0
COc1cc(OC)cc(-c2nnc(SCC(=O)N(Cc3ccccc3)C(C)(C)C)o2)c1	0.0	7	0	3.4	1	2	8	4	-1

Next structures
SMILES	Efflux pump inh	ZTA DNA inh	PREPL inhibitor	PP5 primary	CTSL1 counter	EBNA-1 inh	core dimer inh	PP1 counter	TPT1 inh
C=CCc1cccc2cc(C(=O)NC(C)(C)C)c(=O)oc12	0.0	9	-7	-0.2	1	1	0	-2	5
CCOC(=O)CCC(=O)Nc1ccc(S(=O)(=O)Nc2cc(OC)nc(OC)n2)cc1	0.0	13	-2	0.9	-10	2	0	2	-5
CC1=NN(Cc2cc(C(C)(C)C)c(O)c(C(C)(C)C)c2)C(=O)C1	0.3	-3	-2	6.6	-3	-8	2	1	-2
COc1ccc(C(=O)Nc2ccnn2C2CCN(Cc3cccnc3)CC2)cc1	-0.1	6	9	1.1	1	5	-2	-1	-4
Cc1ccc(Nc2nc(=O)c3cc([N+](=O)[O-])ccc3s2)cc1	-0.1	3	12	1.0	3	7	48*	10	0
CC(C)(C)c1cc(C(=O)NCc2cccnc2)ccn1	-0.1	-3	-3	-0.6	-4	15	1	-4	-3
CN(C)c1ccc(N2C(=O)CC(c3ccccc3)CC2=O)cc1	-0.1	1	23	-1.9	2	15	-7	-3	-4
CCc1cc(=O)oc2cc(OCC(=O)N3CCC(C(N)=O)CC3)ccc12	-0.1	-5	3	0.6	-2	0	4	2	-5
CN(C)CCN1CC(O)=C(c2nc3ccccc3s2)C1=N	0.0	10	17	-1.1	0	9	-2	-2	19
CCOc1ccc(NC(=S)NCCCN2CCN(C3CCCCC3)CC2)cc1	0.7	2	6	3.3	-1	-9	-7	-1	-1
O=C(NCCc1ccc(Cl)cc1)c1cc(-c2ccncc2)nc2ccccc12	0.0	-8	-14	4.7	2	5	0	2	4
COCCNC(=O)/C(C#N)=C/c1ccc(C)o1	0.8	16	17	1.9	3	-24	-9	2	3
CC(=O)N1CCCc2cc(S(=O)(=O)N3CCC(C)CC3)ccc21	0.1	-3	1	-0.5	-3	-1	-5	-1	-3
CC(=O)Nc1ccc(S(=O)(=O)Nc2nc3ccccc3nc2Cl)cc1	0.1	17	4	-1.6	-1	3	6	-2	6
Cc1cc(SC(C)C(=O)Nc2c(C)n(C)n(-c3ccccc3)c2=O)nc2ccccc12 (stereo not drawn)	-0.1	-13	7	-1.4	8	-6	4	-3	-3
Cc1ccc2cc(CN(Cc3ccco3)C(=O)C3CCCCC3)c(=O)[nH]c2c1C	0.1	0	4	3.0	-2	-22	10	-3	0
COc1ccc(NC(=O)C2CCCN(c3ncnc4onc(-c5ccc(F)cc5)c34)C2)cc1 (stereo not drawn)	-0.1	-5	-1	1.0	0	-16	3	-5	2
CC(Nc1ccc2c(c1)OCCO2)C(=O)Nc1ccc2c(c1)OCO2 (stereo not drawn)	0.3	-2	0	-0.7	-11	-13	-3	6	0
COCCn1nnnc1C(c1ccccc1)N1CCN(Cc2ccc3c(c2)OCO3)CC1 (stereo not drawn)	0.3	-8	26	-2.0	2	-9	1	-1	-2
COc1ccc(Br)cc1/C=C/C(=O)Nc1c(C)cccc1C	-0.1	20	0	0.2	1	4	-3	1	3
COC(=O)c1cc(NC(=O)CC2C(=O)NCCN2C(=O)c2ccccc2)cc(C(=O)OC)c1 (stereo not drawn)	0.1	18	2	0.9	0	-7	4	5	-1
CN(C(=O)COC(=O)/C=C/c1ccc2ccccc2n1)c1c(N)n(Cc2ccccc2)c(=O)[nH]c1=O	0.2	-9	-15	0.6	.	.	.	-9	.
CC(C)(C)NCC(O)COc1cccc2c1CCC(=O)N2 (stereo not drawn)	0.1	8	4	-8.8	6	-1	-13	-5	-1
NS(=O)(=O)c1ccc(CCNC(=O)c2coc3ccccc3c2=O)cc1	-0.1	-1	2	2.3	-2	-11	1	-3	-1
O=C(COC(=O)/C=C/c1cccs1)Nc1ccccc1Cl	0.0	-9	2	1.0	-15	8	0	-4	-2
Cc1cc2c(cc1S(=O)(=O)N1CCN(c3cccc(C)c3C)CC1)OCC(=O)N2	-0.1	2	0	1.2	2	12	15	5	-4
O=C(NNC(=S)NC(=O)c1ccccc1[N+](=O)[O-])c1ccc(Cl)cc1Cl	-0.2	4	1	0.6	-2	3	9	-4	-3
COc1ccc(/C=N\NC(=O)c2ccccc2Br)cc1COc1ccc(F)cc1	0.0	3	-1	1.8	5	23	19	-2	0
Cc1ccccc1NC(=O)NCc1ccco1	0.1	11	-3	-0.8	-2	13	-3	-5	0
COc1ccccc1NC(=O)C(C)OC(=O)C1COc2ccccc2O1 (stereo not drawn)	-0.2	1	3	-3.6	.	.	.	-6	.
Cc1ccc(C)c2c1[nH]c1ccc([N+](=O)[O-])cc12	-0.1	-7	4	3.4	3	-1	-1	4	-1
CCOC(=O)c1[nH]c2ccc(OC)cc2c1NC(C)=O	-0.1	1	-2	0.3	-2	6	1	-3	2
CC(C)n1c(Sc2nccn2C)nc2c1c(=O)n(C)c(=O)n2C	0.0	15	3	-2.2	3	11	-8	-3	-1
C=CCn1c(COc2ccc(Cl)cc2)nnc1SCC(=O)N1CC(=O)Nc2ccccc21	0.1	-16	-103	2.6	0	6	1	0	3
O=C(Nc1cc([N+](=O)[O-])ccc1F)c1ccc2c(c1)OCCO2	-0.1	-9	13	-9.2	5	-1	-16	8	1
Cc1ccccc1-c1c(C)oc2cc(O)ccc2c1=O	-0.1	7	0	-1.0	0	3	-2	-3	0
CCN1CCN(C(=O)c2cc3c(s2)-c2ccccc2S(=O)(=O)C3)CC1	0.5	-5	1	2.2	1	-4	-37	0	5
O=C(CSc1nc2ccccc2c2nc3ccccc3n12)NCc1ccco1	0.3	-7	-10	1.1	0	8	43	31*	-1
C[C@@H]1CCC[C@]2(O[C@@H](CCO)C[C@@H](O)[C@@H]2O)O1	0.0	0	5	0.1	3	15	5	3	0
CCOc1ccc(CNC(=O)CCSCc2ccccc2F)cc1OC	-0.2	-26	6	-0.8	-5	0	-5	-1	2
COC1CCN(C(=O)CC2C(=O)NCCN2CC(C)(C)C)CC1 (stereo not drawn)	0.1	-11	-1	0.5	11	-6	-9	3	-11
Cc1cccc(N(CC(=O)NCCc2ccccc2)C(=O)c2csnn2)c1	0.0	-1	8	1.6	-6	-18	-3	-1	-2
Cc1c(C(=O)Nc2ccc(N3CCOCC3)cc2)cccc1[N+](=O)[O-]	0.0	7	-3	-0.5	-3	7	0	-3	5
COc1cc2c(cc1OC)[C@H](C)N(C(=O)CSc1nc(O)c(C(C)C)c(=O)[nH]1)CC2	-0.2	-2	3	-1.3	0	11	7	-2	-4
CC1CCC(NC(=O)CC(C)(C)Cc2nc3ccccc3c(=O)[nH]2)CC1 (stereo not drawn)	0.1	-8	-18	1.6	0	-7	-14	1	-1
O=C(CSc1nnc2ccccn12)c1ccc(OC(F)F)cc1OC(F)F	0.0	10	-9	-1.5	-1	-1	12	-2	-2
C=CCn1c(=S)[nH]c2ccc(Br)cc2c1=O	0.1	-12	10	-0.8	-2	-15	-4	-2	2
CCOC(=O)CSCc1c(C#N)c2ccccc2n1C	0.1	-13	-4	1.9	1	3	-2	-2	-2
COCCn1c(N)c(N(Cc2ccccc2)C(=O)Cc2c(Cl)cccc2Cl)c(=O)[nH]c1=O	0.1	9	4	-1.8	3	7	0	-4	-1
CC(C)C[C@H](NC(=O)c1[nH]cnc1C(=O)N[C@H](C)c1ccccc1)C(=O)OCc1ccccc1	0.0	-7	2	4.2	4	4	7	5	3
O=C1CCCC2=C1C1(CCCCC1)N=C(Nc1nc3ccccc3s1)N2	0.1	-3	-3	4.1	-3	-10	4	0	-1
COc1ccc(Cn2c(CCC(=O)Nc3ccccc3)nc3cccnc32)cc1	0.0	-5	-3	0.7	1	-11	-1	0	1
COc1ccc(OC)c(NS(=O)(=O)c2c(C(=O)N3CCCCCC3)c(C)n(C)c2C)c1	0.4	-7	10	-4.6	-3	-14	-2	-11	1
O=C(NCCS(=O)(=O)NCCc1ccccc1)c1ccc2c(c1)OCO2	0.1	-6	-27	2.6	4	-1	4	-5	2
CCc1ccc(/C(C)=N/NC(=O)C(O)c2ccccc2)s1 (stereo not drawn)	0.0	3	6	-0.5	2	-7	0	2	0
CCOC(=O)C(=CNNc1c(C)csc1C(=O)OC)C(=O)OCC	0.3	31	4	3.0	0	-16	-6	-12	0
O=C(CSc1n[nH]c(-c2cccnc2)n1)Nc1ccc([N+](=O)[O-])cc1	-0.2	8	-7	-0.5	7	5	9	5	-3
COc1ccccc1C(CNC(=S)NCc1ccccc1)N1CCCC1 (stereo not drawn)	0.0	2	6	-1.8	0	-2	-1	-3	-1
